# Screening results deposited in PubChem by several laboratories.
# PREPL inh: inhibits the human prolyl oligopeptidase-like enzyme; inhibition, % at 5.96 µM; hit rate 0.68% among 320,000; Q4J6C6; recombinant PREPL, fluorescence polarization activity-based probe; in the data active means inhibition above about 43%;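 further: 0% = enzyme with DMSO and 100% = wells lacking enzyme; many of its hits are not listed in these tables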
# PP1 inh: blocks human PP1-alpha phosphatase, a PP5 counter-screen | P62136 | purified PP1alpha, OMFP fluorescence | inhibition, % at 6.7 µM | hit rate 0.9% among 320,000 | AID 2235;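 active means inhibition above the mean inhibition of all tested compounds plus 3 SD, computed separately for each screening campaign, cut at about 15% in these data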
# GASC-1 inh: human JMJD2C demethylase inhibition; Q9H3R0; GST-JMJD2C(1-420) H3K9me3 demethylation, DELFIA europium; inhibition, % at 2.35 µM; hit rate 0.069% among 330,000; AID 2099;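 active means more than half of a compound's replicate wells show inhibition beyond 50%, single wells judged on their own value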;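 further: signal counts dimethyl H3K9 product captured on neutravidin plate; 0% = median of DMSO wells and 100% = 0.3 times that DMSO median; strong numbers were not always called active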
# Target sequence (Q9H3R0 1-420 limits assumed): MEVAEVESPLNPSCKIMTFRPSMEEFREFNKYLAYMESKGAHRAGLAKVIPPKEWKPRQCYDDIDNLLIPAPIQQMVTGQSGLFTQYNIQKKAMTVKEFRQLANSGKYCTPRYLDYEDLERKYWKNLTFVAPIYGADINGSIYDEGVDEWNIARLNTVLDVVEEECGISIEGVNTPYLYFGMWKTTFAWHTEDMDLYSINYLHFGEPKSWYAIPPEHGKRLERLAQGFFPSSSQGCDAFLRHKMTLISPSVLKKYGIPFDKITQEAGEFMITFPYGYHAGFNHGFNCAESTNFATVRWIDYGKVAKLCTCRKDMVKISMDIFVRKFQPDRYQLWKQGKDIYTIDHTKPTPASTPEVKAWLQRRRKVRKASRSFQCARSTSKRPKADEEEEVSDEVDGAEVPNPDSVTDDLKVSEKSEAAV
# LYPLA2 inh: counter-screen for PME1 inhibitors: inhibitors of human LYPLA2; O95372; recombinant LYPLA2, FP-Rh probe fluorescence polarization; inhibition, % at 5.9 µM; hit rate 0.38% among 320,000; AID 2177;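 active means inhibition above the screen-wide mean plus 3 SD, limit set per campaign, cut at about 26% in these data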;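 further: 0% = LYPLA2 with DMSO and 100% = wells lacking LYPLA2 enzyme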
# TPT1 inh: inhibitors of Candida albicans tRNA 2'-phosphotransferase TPT1. recombinant caTPT1, FP RNA substrate dephosphorylation. inhibition, % at 5 µM. AID 1962. hit rate 0.81% among 300,000;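 active means inhibition above the mean of all tested compounds plus 3 SD, set per screening campaign, cut at about 24% in these data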;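 further: plate controls were DMSO alone for no effect and ferristatin control at 100 nM for full effect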
# PP5 primary: inhibitors of human protein phosphatase 5 (PP5); purified PP5c, OMFP substrate fluorescence; inhibition, % at 6.7 µM; hit rate 0.18% among 320,000;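 active means inhibition above the campaign's mean inhibition across all tested compounds plus 3 SD, cut at about 9.5% in these data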;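 further: 0% = DMSO only and 100% = 100 µM cantharidin control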
# Target sequence (P53041 whole entry, looked up): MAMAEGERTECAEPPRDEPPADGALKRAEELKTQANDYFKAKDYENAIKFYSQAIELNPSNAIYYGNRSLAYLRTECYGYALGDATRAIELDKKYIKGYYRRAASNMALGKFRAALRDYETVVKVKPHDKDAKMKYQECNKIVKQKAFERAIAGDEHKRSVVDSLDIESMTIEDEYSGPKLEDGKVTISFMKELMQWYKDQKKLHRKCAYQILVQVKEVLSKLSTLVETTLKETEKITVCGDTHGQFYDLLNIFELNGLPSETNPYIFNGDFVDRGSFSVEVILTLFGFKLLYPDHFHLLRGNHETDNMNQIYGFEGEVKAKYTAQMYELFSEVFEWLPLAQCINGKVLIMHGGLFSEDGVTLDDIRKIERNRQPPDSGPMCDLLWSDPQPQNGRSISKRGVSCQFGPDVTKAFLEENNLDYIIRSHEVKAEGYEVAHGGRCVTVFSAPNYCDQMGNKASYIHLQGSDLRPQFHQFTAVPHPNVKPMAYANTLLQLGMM
# CTSL1 counter: blocks F. hepatica cathepsin L1 in PFM18AAP counter-screen | recombinant F. hepatica cathepsin L1, Z-Leu-Arg-MCA fluorescence | inhibition, % at 5.96 µM | AID 1906 | hit rate 0.49% among 300,000;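 active means inhibition above the mean of all tested compounds plus 3 SD, set per screening campaign, cut at about 17% in these data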;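 further: 0% = plate median of test compound wells and 100% = 1 µM Z-Phe-Ala-diazomethylketone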
# Efflux pump inh: inhibitors of Candida antifungal efflux pumps expressed in yeast | S. cerevisiae Candida pump triplex, Nile Red efflux | inhibition, % at 10 µM | hit rate 0.44% among 330,000;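 active means plate passing quality check with inhibition over a set limit, or well fluorescence over plate mean plus 4 SD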;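 further: Nile Red retained in pooled yeast measured as flow cytometry median fluorescence; 0% = buffer negative control and 100% = Enniatin B positive control; higher means more Nile Red kept so more efflux inhibition; some compounds called inactive have numbers as strong as hits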
# core dimer inh: blocks dimerization of HCV core protein; TR-FRET GST/Flag-core106 dimerization, 1536-well; inhibition, % at 5 µM; hit rate 0.33% among 300,000; AID 1899;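 active means inhibition above the mean of all tested compounds plus 3 SD, set per screening campaign, cut at about 45% in these data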
#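 Test system: GST/Flag-tagged HCV core106 proteins; Medium: KF-containing HEPES buffer, pH 7.45, DTT, CHAPS, BSA; Times: compound-protein-antibody incubation 4 h at 22.5 °C; Detection: TR-FRET 671 and 617 nm emission; Benchmarks: wells lacking GST-core106 and wells with excess unlabelled core106.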
# The depositor's hits bear a star; . = no result given; & = joins results of further samples. These rows are one share of the data; count on the stated rates, not on these rows.
no.	SMILES	PREPL inh	PP1 inh	GASC-1 inh	LYPLA2 inh	TPT1 inh
1	CC1CC1C(=O)OCC(=O)NCc1ccc(Cl)cc1Cl (stereo not given)	6	0	1	2	-2
2	CCOC(=O)c1cn(-c2ccccc2CO)c2c(F)c(F)c(F)cc2c1=O	-4	-6	-2	1	1
3	CCN(Cc1ccccc1)c1ccc(/C=N/N2CCOCC2)cc1	4	-2	-5	11	-3
4	Cc1ccccc1OCCCC(=O)Nc1nccs1	-15	0	1	0	-5
5	c1ccc(N2CCN(c3ncnc4scc(-c5cccs5)c34)CC2)cc1	-1	-1	-2	-1	-2
6	O=C(O)c1cccc2[nH]c(C(F)(F)F)nc12	-3	-4	-9	2	4
7	Cn1nnnc1SCC(=O)Nc1ccccc1C(=O)NCc1ccccc1	-5	-2	-1	-3	-1
8	CC[n+]1c(C)n(-c2ccccc2)c2ccc(C(=O)OC)cc21	5	-4	-7	-10	4
9	COC(=O)C(CCCCNC(=O)OCc1ccccc1)NC(=O)CN (stereo not given)	-2	0	-1	-4	-2
10	O=C(CCCC(=O)Nc1cccnc1)Nc1cccnc1	-5	4	0	-3	-6
11	CC(=O)N1N=C(c2ccc(NS(C)(=O)=O)cc2)CC1c1ccc2nccnc2c1 (stereo not given)	-4	-2	-6	6	0
12	Cc1ccc(NC(=O)C2CCN(C(=O)NC3CCCCC3)CC2)c(C)c1	9	0	-5	6	-1

no.	PP5 primary	CTSL1 counter	Efflux pump inh	core dimer inh
1	2.6	-4	-0.1	2
2	1.3	0	0.1	3
3	1.1	6	0.0	-7
4	1.1	0	0.0	-2
5	1.3	1	-0.1	-4
6	2.9	-9	0.0	0
7	-1.1	-2	0.0	2
8	0.5	-1	0.0	1
9	-0.8	-1	0.0	-3
10	0.6	-1	0.0	-6
11	1.1	2	0.1	-2
12	-0.8	1	-0.3	1

# (continued)
no.	SMILES	PREPL inh	PP1 inh	GASC-1 inh	LYPLA2 inh	TPT1 inh
13	C/C(=N\NC(=O)C1CC1)c1ccc(OC(F)F)cc1	3	-1	3	1	-1
14	COc1cc(CNn2cn[nH]c2=S)ccc1OCC(=O)NC(C)(C)C	-2	-2	0	4	-3
15	COc1ccc(CN2CCNC(=O)C2CC(=O)N(C)CCc2cnn(C)c2)c(F)c1 (stereo not given)	2	2	-16	5	-5
16	Clc1cccc(CSc2ccc(-c3ccco3)nn2)c1	-4	0	-5	2	6
17	COc1ccc(CC(C)CC(=O)NCCc2ccc(OC)c(OC)c2)cc1 (stereo not given)	1	-1	19	2	1
18	CCCN(CCC)CCCNC(=O)c1cn(CC)c2ccc(S(=O)(=O)N3CCOCC3)cc2c1=O	11	0	8	4	-1
19	O=C(Cn1nc([N+](=O)[O-])nc1Br)NC1CCCCC1	4	-3	-2	16	0
20	CC1(C)CC2CC(C)(CN2S(=O)(=O)c2ccc(F)cc2F)C1 (stereo not given)	5	3	-5	4	.
21	O=C(Cn1cncn1)N/N=C/c1ccccc1Cl	12	-5	2	1	-1
22	COc1ccc2c(CC(=O)N[C@@H](Cc3c[nH]c4ccccc34)C(=O)O)cc(=O)oc2c1	1	2	-9	-3	-2
23	C=CCNC(=O)C1=NN(c2c(F)c(F)cc(F)c2F)C(=O)CC1	-3	1	-12	-4	2
24	CCOc1cccc2sc(=NC(=O)c3ccc(S(=O)(=O)N4CCOCC4)cc3)n(C)c12	-1	-1	-1	2	-3

no.	PP5 primary	CTSL1 counter	Efflux pump inh	core dimer inh
13	-0.3	3	0.0	-2
14	9.3	2	0.2	-1
15	2.0	-2	0.0	0
16	-0.3	-1	0.1	12
17	0.3	-2	0.0	1
18	-1.1	1	-0.2	-7
19	0.7	56*	0.1	13
20	2.6	.	-0.2	.
21	0.9	0	0.0	2
22	3.9	3	0.2	-4
23	2.4	-2	0.0	-8
24	2.6	-1	0.0	7

# Carrying on.
no.	SMILES	PREPL inh	PP1 inh	GASC-1 inh	LYPLA2 inh	TPT1 inh
25	CCN1CCN(CC(=O)Nc2ccc(C(C)=O)cc2)CC1	6	0	-4	-3	-3
26	Cc1noc(C)c1C(=O)Nc1nc(-c2ccc(F)c(F)c2)cs1	-3	-2	.	0	.
27	Cc1onc(-c2ccc(Cl)cc2)c1-c1ccnc(SCC(=O)Nc2cc(Cl)cc(Cl)c2)n1	-24	0	8	-55	0
28	CCOC(=O)Cn1nc(-c2ccccc2)c2cnc3ccc(C)cc3c21	-9	6	3	1	0
29	O=C(C[n+]1ccccc1)Nc1ccccc1	-6	-2	5	8	0
30	CCS(=O)(=O)Nc1cc2c3c(c1)CCC(=O)N3CCC2	-1	0	-12	6	-5
31	COc1ccc2c(c1)c1nc3ccccc3nc1n2CCCN1C(=O)c2ccccc2C1=O	4	-1	8	-4	8
32	COc1ccc(/C=N/NC(=O)c2nc(-c3ccccc3)cc(-c3ccccc3)n2)cc1OC	-11	-1	-6	4	-2
33	CC1CCCCC1Nc1nc2ccc(Cl)cc2n2cnnc12 (stereo not given)	-2	6	-7	1	0
34	Cc1ccc(N2CC(C(=O)Nc3cccnc3)CC2=O)cc1 (stereo not given)	7	0	-8	2	-2
35	CCCCN1CCNC[C@@H]1Cc1ccccc1	17	0	-4	7	-2
36	COc1ccc(-c2cc(C)no2)cc1S(=O)(=O)Nc1ccccc1	14	1	-5	0	3

no.	PP5 primary	CTSL1 counter	Efflux pump inh	core dimer inh
25	1.7	1	0.2	-11
26	-0.2	.	-0.2	.
27	3.2	-1	-0.1	1
28	2.0	-1	0.1	17
29	-2.5	2	-0.2	0
30	-2.3	0	-0.1	-8
31	2.9	-2	-0.2	0
32	1.9	-3	0.0	9
33	2.8	2	0.0	11
34	1.0	-1	0.0	-3
35	0.3	0	-0.3	-28
36	2.3	-6	0.4	-6

# Other results
no.	SMILES	PREPL inh	PP1 inh	GASC-1 inh	LYPLA2 inh	TPT1 inh
37	COc1ccc(C(=O)Nc2ccc(S(=O)(=O)N3CCOCC3)cc2)cc1	7	1	3	5	-4
38	CC(=O)Nc1ccc(OCC(O)CN2CCN(c3cccc(Cl)c3)CC2)cc1 (stereo not given)	21	3	-2&1	12	-1
39	O=C(c1ccc(CNS(=O)(=O)c2cccc(Cl)c2)cc1)N1CCCCC1	15	-4	-5	5	-2
40	CC(C)OCP(=O)(c1ccccc1)c1ccccc1	2	0	10	-4	-3
41	O=C(Nc1ccc(N2CCCCC2)c(Cl)c1)c1cccnc1	7	3	3	3	3
42	Cc1noc(-c2ccccc2OC(=O)c2ccccc2)n1	12	-2	6	5	9
43	O=C(CNC(=O)c1cccc(F)c1)N/N=C/c1cccc([N+](=O)[O-])c1	14	1	18	5	-3
44	CCN(CC)CCNC(=O)Cn1c(C)cc2ccccc2c1=O	0	0	0	3	-3
45	Cc1nc2ccccc2n1CCC(=O)Nc1cccc(F)c1	4	-2	-2	-6	-3
46	COc1cc(CNc2ccccc2)c([N+](=O)[O-])cc1OC	1	1	7	-2	1
47	CCOc1ccc(NC(=O)[C@@H](NC(=O)c2ccccc2Br)C(C)C)cc1	10	3	8	10	-2
48	COC(=O)C(O)(CC(=O)Nc1cc(Cl)ccc1Cl)C(F)(F)F (stereo not given)	-16	-10	3	11	-5

no.	PP5 primary	CTSL1 counter	Efflux pump inh	core dimer inh
37	0.3	-4	-0.2	-1
38	-0.1	2	0.1	-3
39	1.9	-10	0.0	-7
40	-3.1	-2	-0.1	-5
41	-1.3	5	0.0	2
42	4.8	0	0.1	0
43	2.7	1	-0.2	-7
44	-1.7	1	0.0	-2
45	2.1	0	0.0	-1
46	-0.5	-1	-0.1	-1
47	0.4	3	0.0	1
48	0.8	-3	-0.1	-2

# Down the list, from the results shown:
# PP5 primary for nos. 41–48: -1.3, 4.8, 2.7, -1.7, 2.1, -0.5, 0.4, 0.8
# LYPLA2 inh for nos. 41–48: 3, 5, 5, 3, -6, -2, 10, 11
# CTSL1 counter for nos. 41–48: 5, 0, 1, 1, 0, -1, 3, -3

# An excerpt of these results, with values under each structure.
# Below each compound: PREPL inh, PP1 inh, GASC-1 inh, LYPLA2 inh, TPT1 inh, PP5 primary, CTSL1 counter, Efflux pump inh, core dimer inh
[41] O=C(Nc1ccc(N2CCCCC2)c(Cl)c1)c1cccnc1
    7, 3, 3, 3, 3, -1.3, 5, 0.0, 2
[43] O=C(CNC(=O)c1cccc(F)c1)N/N=C/c1cccc([N+](=O)[O-])c1
    14, 1, 18, 5, -3, 2.7, 1, -0.2, -7
[44] CCN(CC)CCNC(=O)Cn1c(C)cc2ccccc2c1=O
    0, 0, 0, 3, -3, -1.7, 1, 0.0, -2

# Returning to the listing, starting 3 compounds before the break.
no.	SMILES	PREPL inh	PP1 inh	GASC-1 inh	LYPLA2 inh	TPT1 inh
46	COc1cc(CNc2ccccc2)c([N+](=O)[O-])cc1OC	1	1	7	-2	1
47	CCOc1ccc(NC(=O)[C@@H](NC(=O)c2ccccc2Br)C(C)C)cc1	10	3	8	10	-2
48	COC(=O)C(O)(CC(=O)Nc1cc(Cl)ccc1Cl)C(F)(F)F (stereo not given)	-16	-10	3	11	-5
49	COc1ccc(Cl)cc1NC(=O)NCc1ccccn1	10	-2	4	1	-1
50	O=C1c2ccccc2C(=O)C1c1ccc(O)cc1	-2	2	6	-6	4
51	Cc1nc2cc(NC(=O)Nc3ccccc3Cl)ccc2n1C	16	0	-3	8	-4
52	COc1ccc(N/C=C(\C#N)c2nc3ccccc3n2C)c(OC)c1	16	-5	-2	3	-2
53	CC1=CC(C)C(C(=O)O)C(C(=O)O)C1 (stereo not given)	-1	-3	-18	0	0
54	CC(=O)N1CCN(c2nc(N)c(C#N)c(CC#N)c2C#N)CC1	4	2	2	3	-2
55	COc1ccc(-c2nc(CSCC(=O)NCCCN3CCCC3=O)c(C)o2)cc1OC	-4	-1	-4	1	-2
56	CC(C)(C)NC(=O)COC(=O)CCC(=O)c1ccc(F)cc1	7	0	14	3	-1
57	COc1ccc(Nc2ncccc2C(=O)Nc2ccccc2)cc1	19	3	-14	2	9
58	O=C(CN1c2ccccc2Sc2ccccc21)N/N=C/c1ccc([N+](=O)[O-])cc1	5	4	4	-5	2
59	C=CCn1c(C)cc(C2=NNC(=Nc3ccc(C)cc3)SC2)c1C	14	8	-2	-3	-4
60	COC(=O)c1c(-c2cccnc2)csc1NC(=O)c1ccc2c(c1)OCO2	6	-2	-22	-4	21
61	NS(=O)(=O)c1ccc(NC(=O)COc2ncnc3sccc23)cc1	2	-1	2	-7	7
62	COC(=O)c1ccc(/C=N/NC(=O)C(=O)NCc2ccccc2)cc1	10	-2	-2	-5	-4

no.	PP5 primary	CTSL1 counter	Efflux pump inh	core dimer inh
46	-0.5	-1	-0.1	-1
47	0.4	3	0.0	1
48	0.8	-3	-0.1	-2
49	1.8	-3	0.0	0
50	6.7	-1	0.1	1
51	2.3	6	-0.1	0
52	4.3	1	0.2	0
53	-2.1	0	0.0	6
54	-2.5	-3	0.1	1
55	-0.2	-1	0.0	-3
56	0.9	-39	-0.2	-2
57	6.6	2	0.1	-1
58	3.5	-3	0.1	7
59	-0.6	4	-0.1	43
60	1.0	2	0.2	-116
61	1.8	-2	-0.1	9
62	0.9	-9	0.2	-11
